# High-throughput results deposited in PubChem BioAssay by National Center for Advancing Translational Sciences (NCATS).
# IL-2 act – qHTS of IL-2 Activators; IL-2 activation reporter assay, cell-based qHTS; stimulated with anti-CD3/CD4/CD28 beads; in transgenic mouse T cells; activation, % (series mostly up to about 46 µM); 360,000 tested, 0.065% active; AID 652025, 2013; in the data active = activation above about 50%; inconclusive = mostly about 30% to 49%; note: 0% is about no effect
#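 Readout: EGFP and DsRed signals by fluorescent plate cytometry. Unstimulated transgenic mouse T cells received compound 60 min before antibody-bead stimulation, then incubated 18 h at 37 degrees C.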
# PI5P4Ka inh – qHTS for Inhibitors of phosphatidylinositol 5-phosphate 4-kinase (PI5P4K); PI5P4Kalpha enzyme, ADP-Glo luminescence, 60 min; hits give low values; max response, %; 330,000 tested, 1.2% active; active = max response of -50% or lower; inconclusive = between -30% and -50%; inactive = -30% or higher; note: value at the top dose of about 77 µM; % is set by controls: 0 for no effect and ±100 for the full control effect
#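 Luminescence from ADP-Glo served as readout of PI5P4Kalpha activity in a qHTS format. Reaction: enzyme, substrate, compound, ATP at 5 microM final, 60 min at RT.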
# WRN helicase inh – qHTS for Inhibitors of WRN Helicase. Bifunctional 3'-5' exonuclease/ATP-dependent helicase WRN (Homo sapiens), Q14191. WRN helicase unwinding, fluorescent forked duplex, kinetic. Potency, µM (doses to about 114 µM), without a hit: at the highest dose activity change, negative = inhibition, hits mostly inhibitors. 360,000 tested, 0.46% active. AID 651768, 2012; note: potency is the fitted concentration of half-maximal effect; % is set by controls: 0 for no effect and ±100 for the full control effect; nearly all actives have a fitted effect of over 55% in size
# Target sequence (Q14191 whole entry, looked up): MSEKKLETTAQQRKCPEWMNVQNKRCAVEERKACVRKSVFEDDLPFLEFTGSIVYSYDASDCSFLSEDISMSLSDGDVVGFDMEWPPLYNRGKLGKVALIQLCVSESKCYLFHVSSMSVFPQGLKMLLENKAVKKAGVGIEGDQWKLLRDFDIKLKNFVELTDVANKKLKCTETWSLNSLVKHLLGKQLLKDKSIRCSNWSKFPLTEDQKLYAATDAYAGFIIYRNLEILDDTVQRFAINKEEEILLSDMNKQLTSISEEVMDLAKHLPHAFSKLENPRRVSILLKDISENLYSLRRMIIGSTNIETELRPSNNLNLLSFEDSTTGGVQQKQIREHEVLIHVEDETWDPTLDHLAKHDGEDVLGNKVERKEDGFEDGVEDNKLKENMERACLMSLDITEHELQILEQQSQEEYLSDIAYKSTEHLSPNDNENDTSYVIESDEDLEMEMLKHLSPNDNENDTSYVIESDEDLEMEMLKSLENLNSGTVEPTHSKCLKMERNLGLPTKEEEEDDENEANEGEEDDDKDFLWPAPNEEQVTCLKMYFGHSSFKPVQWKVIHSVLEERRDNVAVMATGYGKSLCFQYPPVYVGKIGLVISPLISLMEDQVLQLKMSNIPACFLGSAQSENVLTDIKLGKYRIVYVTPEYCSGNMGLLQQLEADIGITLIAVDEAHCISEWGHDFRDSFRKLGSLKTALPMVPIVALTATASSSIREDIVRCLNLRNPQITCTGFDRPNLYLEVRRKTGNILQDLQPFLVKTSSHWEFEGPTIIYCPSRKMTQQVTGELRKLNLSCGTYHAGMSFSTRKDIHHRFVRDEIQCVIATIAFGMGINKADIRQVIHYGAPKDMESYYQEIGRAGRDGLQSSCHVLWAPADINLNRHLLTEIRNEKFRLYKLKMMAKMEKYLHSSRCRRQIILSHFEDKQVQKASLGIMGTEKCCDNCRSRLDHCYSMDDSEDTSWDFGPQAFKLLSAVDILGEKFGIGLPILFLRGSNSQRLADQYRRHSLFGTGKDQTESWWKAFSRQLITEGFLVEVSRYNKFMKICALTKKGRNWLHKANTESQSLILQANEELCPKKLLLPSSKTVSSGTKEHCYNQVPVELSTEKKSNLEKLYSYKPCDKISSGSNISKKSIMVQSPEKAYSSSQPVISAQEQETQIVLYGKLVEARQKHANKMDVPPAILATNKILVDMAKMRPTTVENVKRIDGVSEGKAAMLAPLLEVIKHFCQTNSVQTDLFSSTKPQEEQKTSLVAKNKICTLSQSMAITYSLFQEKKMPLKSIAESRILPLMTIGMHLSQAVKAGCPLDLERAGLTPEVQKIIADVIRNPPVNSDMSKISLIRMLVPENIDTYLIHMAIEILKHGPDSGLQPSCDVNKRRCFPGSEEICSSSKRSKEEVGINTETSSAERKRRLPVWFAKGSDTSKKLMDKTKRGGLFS
#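 Kinetic fluorescence helicase assay: unwinding of a quenched forked DNA duplex (100 nM final) with 2 mM ATP final raises red fluorescence (525/598 nm). Compounds sat 15 min at room temperature with 20 nM WRN beforehand.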
# EPAC1 antag – qHTS for Antagonist of cAMP-regulated guanine nucleotide exchange factor 3 (EPAC1): primary screen. Rap guanine nucleotide exchange factor 3 (Homo sapiens), O95398. EPAC1 GEF assay, Rap1b-BODIPY-GDP exchange fluorescence. Potency, µM (highest dose often 115 µM), inactives show at the top dose activity change, negative = inhibition, usual class: inhibitors. 360,000 tested, 0.14% active. AID 720709, 2013;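 note: potency is the fitted concentration of half-maximal effect; plate controls were vehicle for no effect and positive control for full effect; nearly all actives have a fitted effect of over 50% in size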
# CCT modulator – High-Throughput Screening for Modulators of Cytosolic Chaperonin Activity. purified chaperonin ATPase assay, HTRF ADP detection, 30 min. activity change, % (no concentration beside the values), hits read low. 360,000 tested, 0.3% active. AID 651819, 2012; in the data active = activity change below about -30%; note: % is set by controls: 0 for no effect and ±100 for the full control effect
#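 TRiC (40 or 20 nM final, by batch activity) in 30 mM Tris pH 7.4, 100 mM KCl, 5 mM MgCl2, 1 mM DTT was treated with compound at 76 uM single dose, then 10 uM ATP, 30 min at 37 °C. ADP was read by HTRF Transcreener.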
# PLK1 PBD block – qHTS for Inhibitors of PLK1-PDB (polo-like kinase 1 - polo-box domain): Primary Screen; Serine/threonine-protein kinase PLK1 (Homo sapiens), P53350; Plk1 PBD binding of FITC phosphopeptide, fluorescence polarization; Potency, µM, inactives show max response, negative = inhibition, hits mostly inhibitors; 360,000 tested, 2.8% active; note: potency is the fitted concentration of half-maximal effect; series mostly up to about 57 µM; % is set by controls: 0 for no effect and ±100 for the full control effect; nearly all actives have a fitted effect of over 65% in size
# EPAC1 agonist – qHTS for Agonist of cAMP-regulated guanine nucleotide exchange factor 3 (EPAC1): primary screen; EPAC1 agonist qHTS, biochemical assay; response scale: 100% = response to 6.5 mM cAMP; Potency, µM (titrated, usually from 154 µM), for the others: at the top dose activation, most hits filed as activators; 360,000 tested, 0.073% active; Rap guanine nucleotide exchange factor 3 (Homo sapiens), O95398; note: potency is the fitted concentration of half-maximal effect; nearly all actives have a fitted effect of over 60% in size
#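 Normalized to 6.5 mM cAMP, activity reflects EPAC1-catalysed release of BODIPY-GDP from Rap1B, followed kinetically over 30 min at 480 nm excitation, 540 nm emission. Reaction contained 100 nM EPAC1, 250 nM Rap1B-BODIPY-GDP, 50 uM GDP.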
# EPAC2 agonist – qHTS for Agonist of cAMP-regulated guanine nucleotide exchange factor 4 (EPAC2): primary screen | AID 720711, 2013 | 360,000 tested, 0.079% active | Potency, µM (doses to about 154 µM), for the others: at the top dose activation, actives largely listed as activators | EPAC2 activation, biochemical qHTS; response scale: 100% = 6.5 mM cAMP response; note: potency is the fitted concentration of half-maximal effect; nearly all actives have a fitted effect of over 50% in size
#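 Compounds were added across a concentration range to EPAC2 (100 nM), RAP1B-BODIPY-GDP (250 nM) and GDP (50 uM). After 5 min at room temperature, fluorescence was recorded at 5-min intervals for 30 min.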
# * hit, by the source's call; ? = inconclusive; nt = no result given; [ ] = remark or other dose. Unless noted, calls come from the whole dose curve; as a rule, active = well fitted curve in the direction sought with a large enough effect; inconclusive = small, poorly fitted or top-dose-only effect, or another doubt; inactive = no such curve, though single readings can be large; an effect the other way counts as inactive or inconclusive.
no.	Compound	EPAC2 agonist	IL-2 act	EPAC1 agonist	EPAC1 antag
1	N#CCC(=O)N1CCN(C=O)CC1	1%	4.8	-8%	5%
2	Cc1ccc(S(=O)(=O)N(C)C)cc1NC(=O)c1cc(C(C)(C)C)nn1Cc1ccccc1	-6%	1.1	2%	?
3	COC(=O)c1ccc2nc(NC(=O)COC(=O)CSc3nc(C)cc(C)n3)sc2c1	-8%	2.1	-10%	-4%
4	COc1ccc(C(CNC(=O)c2cccc(S(=O)(=O)Nc3ccc(C)cc3)c2)N2CCOCC2)cc1 (stereo unspecified)	9%	2.0	?	-18%
5	Cc1ccc(S(=O)(=O)CCC(=O)OCC(=O)c2ccc(F)cc2)cc1	1%	-1.6	0%	4%
6	CC1CCN(Cc2c(C(=O)O)nnn2-c2nonc2N)CC1	14%	-0.2	-10%	-10%
7	COc1ccc(/C=C/C(=O)NNC(=O)c2cc(C)oc2C)cc1	-3%	-0.4	-54%[inhibitor]	?
8	Nn1c(-c2cccc(O)c2)nnc1-c1cccc(O)c1	-4%	1.1	11%	-3%
9	CCCC(=O)N1CCCC1(C)C(=O)N(C)Cc1cccc2ccccc12 (stereo unspecified)	5%	-0.6	6%	-9%
10	CC1(C)CC(=O)N(c2ccc(C#N)cc2)C(=O)C1	11%	1.4	9%	-11%

no.	CCT modulator	PLK1 PBD block	WRN helicase inh	PI5P4Ka inh
1	-1.3	7%	6%	1
2	1.7	-4%	-10%	4
3	-0.2	-3%	0%	2
4	-5.3	-7%	-17%	6
5	-1.9	1%	-4%	4
6	-1.6	-14%	15%	3
7	-1.4	-6%	-15%	0
8	1.4	-1%	8%	-10
9	-0.7	5%	-9%	-12
10	1.2	-2%	3%	-11

# Remaining list, next part.
no.	Compound	EPAC2 agonist	IL-2 act	EPAC1 agonist	EPAC1 antag
11	Nc1[nH]n(-c2ccccc2)c(=O)c1N=Nc1ccccc1	9%	0.9	0%	0%
12	CC(Sc1nnc(COc2ccc(Cl)cc2)o1)C(=O)Nc1ccc(N2CCOCC2)cc1 (stereo unspecified)	11%	-2.9	7%	7%
13	COc1ccc(N2CCN(C(=O)c3c(-c4ccccc4)noc3C)CC2)cc1	7%	0.9	-9%	-6%
14	CC(=O)Nc1ccc(S(=O)(=O)N2CCN(S(=O)(=O)N3CCOCC3)CC2)cc1	2%	0.3	2%	-8%
15	CC1(NC(=S)Nc2ccc(NC(=S)NC3(C)CCS(=O)(=O)C3)cc2)CCS(=O)(=O)C1 (stereo unspecified)	2%	0.1	5%	-12%
16	COc1ccc(CCNC(=O)C2CC(=O)N(CCc3ccccc3)C2)cc1OC (stereo unspecified)	-7%	0.1	1%	-6%
17	O=C(CN(c1ccc(F)cc1)S(=O)(=O)c1ccc2c(c1)OCCO2)NCC1CCCO1 (stereo unspecified)	-4%	-1.1	2%	12%
18	CCC(C)NC(=O)C1CCN(S(=O)(=O)c2ccc3c(c2)CC(C)N3C(C)=O)CC1 (stereo unspecified)	12%	-1.3	2%	3%
19	CN(C(=O)c1ccc(NC(=O)Cc2ccc(NC(=O)C3CCCN(C(=O)C4CCC4)C3)cc2)cc1)C1CC1 (stereo unspecified)	1%	0.0	5%	-3%
20	Cc1ccccc1C(=O)O/N=C(\N)Cc1cccs1	3%	-1.2	12%	-18%

no.	CCT modulator	PLK1 PBD block	WRN helicase inh	PI5P4Ka inh
11	-1.3	-8%	-2%	16
12	-0.7	-9%	-5%	-3
13	-1.8	-15%	2%	0
14	-0.6	2%	-27%	4
15	-2.5	-15%	2%	3
16	0.9	-3%	4%	0
17	-0.7	-12%	-7%	nt
18	0.1	-10%	2%	-1
19	0.0	-8%	-1%	2
20	-5.1	-3%	4%	4

# Next structures follow.
no.	Compound	EPAC2 agonist	IL-2 act	EPAC1 agonist	EPAC1 antag
21	NC(=O)c1ccc(CN2CCC(Cc3ccccc3)CC2)cc1	-5%	0.8	-7%	-14%
22	CCN(CC(=O)Nc1cccc(OC)c1)C(=O)c1ccncc1	3%	0.9	-7%	-5%
23	O=C(O/N=C1/CCCc2occc21)c1ccc(Cl)cc1Cl	2%	1.6	3%	12%
24	O=c1c(Cc2ccc(Cl)cc2)c(O)ccn1Cc1cccs1	6%	1.2	2%	-2%
25	Cc1cccc(-c2nnc(SCc3cc(=O)[nH]c4ccccc34)n2C)c1	4%	0.2	-6%	-17%
26	O=C(Nc1ccon1)c1ccc(S(=O)(=O)N2CCCCCC2)cc1	-2%	0.8	0%	-8%
27	Cc1ccc(C(=O)COc2cccc(NC(=O)c3ccco3)c2)cc1	6%	-2.5	9%	-10%
28	Cc1ccc(S(=O)(=O)NNC(=O)c2cnn(-c3ccccc3)c2C(F)(F)F)cc1	7%	-0.2	-7%	-23%
29	CN1CC(=O)N(CC(=O)NCCc2ccc(F)cc2)c2ccccc2C1=O	0%	2.5	-2%	-3%
30	CCCCn1c(=N)n(CC(=O)O)c2ccccc21	11%	4.4	5%	-7%

no.	CCT modulator	PLK1 PBD block	WRN helicase inh	PI5P4Ka inh
21	1.0	1%	3%	2
22	0.4	-1%	-5%	10
23	1.4	-7%	4%	-6
24	-0.4	-8%	-10%	0
25	-1.0	-5%	-1%	-2
26	-0.5	1%	-3%	-1
27	0.6	-13%	-8%	-8
28	-0.9	0%	4%	1
29	-4.9	-1%	5%	5
30	-3.8	-18%	5%	2

# From entry 23 as far as 30, as listed above:
no.	Compound	EPAC2 agonist	IL-2 act	EPAC1 agonist	EPAC1 antag
23	O=C(O/N=C1/CCCc2occc21)c1ccc(Cl)cc1Cl	2%	1.6	3%	12%
24	O=c1c(Cc2ccc(Cl)cc2)c(O)ccn1Cc1cccs1	6%	1.2	2%	-2%
25	Cc1cccc(-c2nnc(SCc3cc(=O)[nH]c4ccccc34)n2C)c1	4%	0.2	-6%	-17%
26	O=C(Nc1ccon1)c1ccc(S(=O)(=O)N2CCCCCC2)cc1	-2%	0.8	0%	-8%
27	Cc1ccc(C(=O)COc2cccc(NC(=O)c3ccco3)c2)cc1	6%	-2.5	9%	-10%
28	Cc1ccc(S(=O)(=O)NNC(=O)c2cnn(-c3ccccc3)c2C(F)(F)F)cc1	7%	-0.2	-7%	-23%
29	CN1CC(=O)N(CC(=O)NCCc2ccc(F)cc2)c2ccccc2C1=O	0%	2.5	-2%	-3%
30	CCCCn1c(=N)n(CC(=O)O)c2ccccc21	11%	4.4	5%	-7%

no.	CCT modulator	PLK1 PBD block	WRN helicase inh	PI5P4Ka inh
23	1.4	-7%	4%	-6
24	-0.4	-8%	-10%	0
25	-1.0	-5%	-1%	-2
26	-0.5	1%	-3%	-1
27	0.6	-13%	-8%	-8
28	-0.9	0%	4%	1
29	-4.9	-1%	5%	5
30	-3.8	-18%	5%	2

# Continued.
no.	Compound	EPAC2 agonist	IL-2 act	EPAC1 agonist	EPAC1 antag
31	COc1ccc(NC(=O)Nc2ccc3nonc3c2)cc1	5%	-3.3	5%	11%
32	O=C(NCc1ccccc1)c1ccc(CS(=O)(=O)c2ccccc2)o1	11%	1.4	-1%	0%
33	CN(C(=O)COC(=O)CSc1ccc([N+](=O)[O-])cc1)C1CCS(=O)(=O)C1 (stereo unspecified)	6%	1.0	2%	-11%
34	O=C(COC(=O)C1(c2ccccc2F)CCCC1)Nc1ncc(C(F)(F)F)cc1Cl	6%	-1.8	-5%	-9%
35	CCOC(=O)c1c(NC(=O)CC2SC(N)=NC2=O)sc2c1CCC(C)C2 (stereo unspecified)	5%	-2.4	16%	-7%
36	O=C(/C=C/c1ccccc1)c1ccc2c3c(cccc13)CC2	9%	-5.6	14%	-23%
37	COc1cccc(C(NC(C)=O)c2nc(-c3ccc4ccccc4c3)cs2)c1 (stereo unspecified)	14%	-0.3	-10%	-4%
38	C[C@H](CO)N1C[C@H](C)[C@@H](CN(C)CC2CCCCC2)Oc2ccc(NC(=O)Cn3cnnn3)cc2C1=O	2%	0.4	-12%	-16%
39	COc1ccc(NC2CCCN(C(=O)CCn3cccn3)C2)cc1 (stereo unspecified)	8%	-0.7	7%	-5%
40	CC1=C(C(=O)N2CCOCC2)CC(CC(=O)NCCCCc2ccccc2)C(=O)N1CCC1=CCCCC1 (stereo unspecified)	-2%	0.5	-17%	-3%

no.	CCT modulator	PLK1 PBD block	WRN helicase inh	PI5P4Ka inh
31	-0.5	0%	-2%	5
32	0.9	-10%	-14%	nt
33	-1.6	-12%	-9%	-1
34	2.2	-10%	-10%	8
35	0.2	-9%	-7%	0
36	-0.7	-8%	-7%	18
37	-0.9	1%	-2%	4
38	-0.5	1%	1%	4
39	2.4	-11%	-4%	-2
40	1.3	3%	1%	1

# The list goes on:
no.	Compound	EPAC2 agonist	IL-2 act	EPAC1 agonist	EPAC1 antag
41	Cc1ccnc2nc(C(=O)Nc3nc4ccccc4s3)nn12	6%	-0.8	12%	-16%
42	COc1ccc(CCNC(=O)COC(=O)c2cccs2)cc1	2%	-0.7	3%	3%
43	O=S1(=O)CCOC[C@H](c2ccccc2)N1Cc1ccccc1F	7%	4.9	-15%	1%
44	CC(C(=O)Nc1cccc([N+](=O)[O-])c1)[n+]1ccccc1 (stereo unspecified)	13%	0.4	3%	-7%
45	CC1=CC(=C(C#N)C#N)C=C(C)N1CCN1CCN(C(=O)Nc2ccc(Cl)c(Cl)c2)CC1	-3%	-1.5	7%	-16%
46	Cc1ccc(C([O-])=C(C(=S)NCc2ccccc2)[n+]2cccc(CO)c2)cc1[N+](=O)[O-]	0%	-0.7	-1%	-18%
47	CN1CCCC(OC(=O)COc2ccc(Br)cc2)C1 (stereo unspecified)	-1%	0.8	12%	-12%

no.	CCT modulator	PLK1 PBD block	WRN helicase inh	PI5P4Ka inh
41	-4.5	-12%	-2%	-10
42	1.7	-1%	-7%	-1
43	0.9	-7%	?	0
44	-0.1	-2%	0%	1
45	0.8	0%	?	-3
46	1.0	?	0%	-7
47	-4.8	-9%	-1%	12

# Not all compounds are listed; the hit share may differ from the screen's.
